Bioassay records: PubChem BioAssay, NCI
NCI-60 one-dose screen, 48 h, at 10 µM unless noted. Numbers give growth in % (100 = growth as untreated, 0 = no growth, -100 = all killed).
PC-3: PC-3 prostate cancer cells. 80,000 tested, 3.9% active
DU-145: DU-145 prostate cancer; 81,000 tested, 4.2% active
OVCAR-4: OVCAR-4 ovarian cancer cells | 80,000 tested, 3.7% active | AID 1794784
OVCAR-3: OVCAR-3 ovarian cancer. 79,000 tested, 7% active. AID 1794787
HCC-2998: HCC-2998 colon cancer | AID 1794799 | 79,000 tested, 4.7% active
OVCAR-8: OVCAR-8 ovarian cancer; 81,000 tested, 4.4% active; AID 1794782
SW-620: SW-620 colon cancer; 82,000 tested, 5.2% active
KM12: KM12 colon cancer cells; 82,000 tested, 5% active; AID 1794800
OVCAR-5: OVCAR-5 ovarian cancer. 82,000 tested, 2.9% active
The depositor's hits bear a star; nt = no result given; & = joins results of further samples. Rule for the calls: active = growth percent below 10; inactive = the rest.

Sample of the layout, three compounds:
1. O=C(O)c1ccc(-n2cc(/C=N/Nc3ccccc3)c(-c3cc4ccccc4oc3=O)n2)cc1
2. O=C(Cc1c[nH]c2ccccc12)N=Nc1c(O)[nH]c2ccc(Cl)cc12
3. CCN1CC(CCN2CCOCC2)C(C(c2ccccc2)c2ccccc2)C1=O (stereo not drawn)

assay / entry,1,2,3
PC-3,87.0,86.5,82.7
DU-145,101.6,114.9,117.7
OVCAR-4,109.7,88.5,112.5
OVCAR-3,90.4,104.9,111.6
HCC-2998,111.6,116.8,105.2
OVCAR-8,104.7,100.7,99.9
SW-620,104.8,103.0,105.7
KM12,89.4,101.9,116.8
OVCAR-5,96.6,97.8,110.4

The whole of this part (from the top)
1. O=C(O)c1ccc(-n2cc(/C=N/Nc3ccccc3)c(-c3cc4ccccc4oc3=O)n2)cc1
2. O=C(Cc1c[nH]c2ccccc12)N=Nc1c(O)[nH]c2ccc(Cl)cc12
3. CCN1CC(CCN2CCOCC2)C(C(c2ccccc2)c2ccccc2)C1=O (stereo not drawn)
4. CC(C)CCSc1nc(N)nc2nc[nH]c12
5. OCCNc1nc(O)c(/C=C2\C=Nc3ccccc32)s1
6. Cc1nc2c(-c3ccc(Cl)cc3)nc3ccccc3c2c(=O)n1N
7. CCCN1[C@@H]2CC[C@H]1/C(=C\c1ccc(OC)cc1OC)C1=C2[C@@H](c2ccc(OC)cc2OC)C(C#N)=C(N)O1
8. CC(=O)C1=C(C)NC(NNC(N)=S)=NC1c1ccccc1 (stereo not drawn)

assay / entry,1,2,3,4,5,6,7,8
PC-3,87.0,86.5,82.7,93.7,83.2,94.4,31.5,99.9
DU-145,101.6,114.9,117.7,107.1,115.5,115.8,88.2,90.9
OVCAR-4,109.7,88.5,112.5,111.6,88.5,101.7,53.1,78.0
OVCAR-3,90.4,104.9,111.6,102.6,109.6,100.5,75.1,111.0
HCC-2998,111.6,116.8,105.2,101.1,102.9,438.5,95.2,102.7
OVCAR-8,104.7,100.7,99.9,94.1,100.1,103.6,65.7,107.5
SW-620,104.8,103.0,105.7,112.6,107.7,99.9,53.4,96.8
KM12,89.4,101.9,116.8,92.6,106.6,95.0,63.8,102.3
OVCAR-5,96.6,97.8,110.4,106.8,101.0,96.1,59.6,90.0

9. CC(C)c1nc2ccccc2n1CC(=O)NN
10. O=C(CN/N=C/c1ccc(Cl)cc1)n1nnnc1-c1ccccc1
11. CC1(O)CC(C)(C)C(C#N)C(=O)N1 (stereo not drawn)
12. CC(NCCN)c1ccccc1 (stereo not drawn)
13. c1cc2cccc3c2c(c1)c1sc2c4cccc5cccc(c54)c2c31
14. Clc1ccc2nc(Nc3cccc(Cc4ccccc4)c3)[nH]c2c1
15. OC(CCCCCCCCC(O)CN1CCc2ccccc2C1)CN1CCc2ccccc2C1 (stereo not drawn)
16. Cc1c(C(N)=O)sc2c1c(=O)n(Cc1ccccc1)c1nncn21

assay / entry,9,10,11,12,13,14,15,16
PC-3,89.3,84.0,107.2,91.4,95.2,102.7,98.9,96.9
DU-145,114.4,110.9,120.5,110.3,117.7,125.6,108.1,110.8
OVCAR-4,110.2,97.9,112.3,103.7,98.0,101.5,96.2,110.3
OVCAR-3,108.4,107.4,116.0,99.1,111.5,109.5,106.8,116.7
HCC-2998,103.3,97.8,104.9,96.6,109.1,97.3,101.7,105.4
OVCAR-8,94.2,94.8,106.4,94.9,97.7,95.1,103.8,102.0
SW-620,105.0,103.0,97.9,93.9,112.9,99.7,104.2,110.1
KM12,103.2,103.3,105.8,98.2,103.2,108.2,106.3,104.8
OVCAR-5,92.2,88.5,97.0,97.8,109.1,94.9,101.8,108.8

17. CSc1ccc2c3c(n(CCCn4ccnc4)c(=O)c2c1)-c1ccccc1C3=O
18. N#Cc1c(-c2ccc(F)cc2)nc(N=Nc2c(O)[nH]c3ccc(Br)cc23)nc1N1CCOCC1
19. CC(OC1CCCCO1)C1CCC2C3CCC4=CC(=O)CCC4(C)C3CCC12C (stereo not drawn)
20. COc1cc(C(=O)/C=C/c2cc(-c3ccc4c(c3)OCO4)n[nH]2)cc(OC)c1OC
21. Clc1ccccc1/C=C/C=C1c2ccccc2-c2ccccc21
22. O=S(=O)(/N=C1C=C/C(=N\S(=O)(=O)c2ccccc2)c2ccccc2\1)c1ccccc1
23. O=C(O)CCCCCN1C(=O)NC2(C1=O)c1ccccc1-c1ccccc12
24. N#Cc1ccc(C(=O)CSc2nccc(Nc3ccc(S(=O)(=O)Nc4nccs4)cc3)n2)cc1

assay / entry,17,18,19,20,21,22,23,24
PC-3,45.6,77.2,43.1,6.5*,97.2,79.6,93.7,100.8
DU-145,28.5,89.0,103.3,0.4*,123.5,117.4,106.9,111.6
OVCAR-4,71.8,74.1,82.1,27.7,76.8,91.9,96.5,116.4
OVCAR-3,64.5,83.9,74.1,-17.8*,86.0,100.7,104.8,111.6
HCC-2998,75.9,99.1,124.7,85.4,122.4,nt,104.8,103.1
OVCAR-8,40.2,53.1,87.9,nt,109.0,94.9,96.4,101.1
SW-620,31.5,93.6,92.2,-15.1*,103.8,111.7,94.9,103.9
KM12,45.4,93.0,80.9,1.8*,94.6,100.9,103.5,104.2
OVCAR-5,76.5,110.6,100.7,57.6,126.0,114.3,98.7,101.8

25. COc1ccc(-n2nc(C(=O)NCC(=O)NO)nc2-c2ccccc2)cc1
26. NC(=O)c1cc2c(n1Cc1ccccc1)-c1nc(NC3CCCCC3)ncc1CCC2
27. CCc1c(Cl)nc(N)nc1Nc1ccc(C)c(C)c1
28. Cc1noc(C)c1CN1CCN2C(=O)c3ccc(-c4ccccc4)cc3OCC[C@@H]3CC[C@H](O)[C@@H](CNC(=O)[C@@H]2C1)O3
29. Cc1cc2nnc(SCc3ccccc3)n2c(SCc2ccccc2)n1
30. Nc1ccc(C(=O)NC(CCC(=O)O)C(=O)O)cc1 (stereo not drawn)
31. CCCCC(CC)CCC(CC(C)C)NC(=S)NC(CCC(CC)CCCC)CC(C)C (stereo not drawn)
32. Cc1nn(-c2ccccc2)c2c1C(c1cc3ccccc3[nH]c1=O)C1=C(CC(C)(C)CC1=O)N2 (stereo not drawn)

assay / entry,25,26,27,28,29,30,31,32
PC-3,97.3,70.4,95.8,83.9,93.2,90.3,69.5,94.0
DU-145,103.5,90.3,99.5,117.2,103.1,111.2,103.8,111.1
OVCAR-4,97.7,62.7,98.0,105.2,96.0,108.9,nt,94.8
OVCAR-3,115.9,100.6,116.1,119.7,105.8,120.5,86.0,107.5
HCC-2998,108.7,96.9,101.4,104.8,100.1,99.9,99.4,106.4
OVCAR-8,112.6,83.6,101.9,100.1,87.5,98.2,85.6,96.3
SW-620,99.2,87.5,101.6,100.5,98.5,99.7,102.6,105.7
KM12,108.7,73.8,99.2,111.6,100.9,105.9,106.2,101.4
OVCAR-5,104.1,92.2,110.0,108.9,100.4,104.4,82.6,103.6

33. N#Cc1c(-c2ccc(F)cc2)nc(N/N=C2\NC(=O)CS2)nc1N1CCOCC1
34. COc1ccc(CNCCO)cc1
35. O=c1[nH]nc(-c2ccc(Br)cc2)c2sc(NC(=S)Nc3ccc(Cl)cc3)nc12
36. O=S(=O)(Oc1ccc(-c2ccccc2)cc1)c1ccccc1
37. O=C(O)c1ccc(S(=O)(=O)Nc2ccccc2)cc1
38. Nc1cc(C(=O)O)cc(N2C(=O)/C(=C\c3ccc(-c4ccc(Cl)cc4)o3)SC2=S)c1
39. C=C(C)[C@@H]1CC=C2c3sc(Nc4cc(F)ccc4F)nc3C[C@@H](C)[C@]2(C)C1
40. CC(C)C1CCC(C)C(C2(C#N)C(N)=NC(N)=C2C#N)C1=O (stereo not drawn)

assay / entry,33,34,35,36,37,38,39,40
PC-3,98.3,89.7,96.6,85.7&98.1,92.7,91.2,95.5,86.0
DU-145,104.9,107.3,110.3,95.0&109.6,110.1,108.1,109.3,102.2
OVCAR-4,115.9,98.0,91.5,95.3&107.8,101.3,108.1,94.2,90.8
OVCAR-3,110.3,103.8,104.2,138.4&104.3,111.2,102.6,99.6,98.0
HCC-2998,109.8,93.3,97.6,97.9&125.5,96.7,112.4,114.6,95.8
OVCAR-8,100.2,94.7,95.4,104.7&102.5,106.3,98.0,108.1,105.6
SW-620,102.2,97.0,96.7,101.9&101.2,103.7,101.9,103.4,102.0
KM12,106.5,106.5,99.3,108.7&104.3,99.7,98.8,100.5,92.9
OVCAR-5,109.2,89.3,97.3,97.8&102.9,100.6,113.1,111.8,103.2

41. Cc1cc(C2=NNC(=O)Cc3cc4c(cc32)OCCO4)ccc1N
42. Nc1nc(N)nc(Cn2c(-c3nonc3N)nc3ccccc32)n1
43. CCCn1cnc2c(c1=N)C(c1ccc(F)cc1)c1sc3c(C)cccc3c1O2 (stereo not drawn)
44. O=C1CC(=O)N(c2ccccc2)O1
45. Cc1cc2ccccc2c[n+]1CCCCC[n+]1cc2ccccc2cc1C
46. CCOC(=O)C1=C(c2ccccc2)N=c2s/c(=C/c3ccc(Br)cc3)c(=O)n2C1c1ccc(O)cc1 (stereo not drawn)
47. O=C(Nc1nc2ccccc2c2c(=O)c3cc(Cl)ccc3sc12)c1ccccn1
48. COc1cc(Cn2c(SC)nc3ccccc3c2=O)cc(OC)c1OC

assay / entry,41,42,43,44,45,46,47,48
PC-3,89.7,92.4,33.4,nt,96.8,64.1,78.7,82.9
DU-145,108.8,115.8,27.5,105.0,98.9,95.5,105.8,99.5
OVCAR-4,102.9,99.6,35.8,110.1,120.4,75.1,94.3,66.1
OVCAR-3,113.4,115.1,-12.6*,118.2,106.8,86.1,98.7,nt
HCC-2998,96.8,110.2,57.3,105.3,98.5,105.5,83.5,111.5
OVCAR-8,103.5,91.1,40.2,103.0,93.9,89.2,94.9,91.9
SW-620,78.3,111.9,16.4,101.4,85.8,94.6,88.3,100.5
KM12,59.3,106.3,24.9,109.4,101.0,84.4,81.9,99.3
OVCAR-5,94.1,110.7,42.4,92.9,108.2,104.9,95.9,98.5

49. O=c1[nH]cncc1OCc1ccccc1
50. Cc1ccc(=O)n(-c2ccc(Br)cc2F)c1
51. N=C(N)c1ccc(-c2ccc(-c3cncc4ccccc34)s2)s1
52. O=S(c1ccccc1)c1ccccc1
53. Cc1cccc2cc(-c3cc4ccccc4[nH]3)c(=O)oc12
54. [O-][n+]1onc(C23CC4CC(CC(C4)C2)C3)c1SCc1ccccc1
55. Oc1cc(Nc2ccnc3cc(Cl)ccc23)c2ncccc2c1
56. CC(C)(C)OC(=O)N1C=CC(=O)[C@@H](O[Si](c2ccccc2)(c2ccccc2)C(C)(C)C)[C@H]1/C=C/c1ccccc1

assay / entry,49,50,51,52,53,54,55,56
PC-3,89.2,91.4,-80.8*,93.8,92.9,92.8,59.1,53.3
DU-145,114.3,109.0,-90.0*,115.8,107.0,100.3,58.4,93.4
OVCAR-4,107.5,97.3,-90.4*,105.0,92.9,101.1,44.4,51.1
OVCAR-3,112.5,108.5,-85.5*,114.1,101.1,nt,81.0,75.5
HCC-2998,101.2,105.8,-78.3*,nt,104.5,108.7,112.4,92.7
OVCAR-8,100.6,99.0,-67.9*,110.6,101.7,100.4,70.3,95.0
SW-620,98.5,103.2,-68.4*,107.5,98.9,95.5,66.6,91.0
KM12,103.3,103.0,-78.8*,107.0,97.0,103.9,87.6,89.6
OVCAR-5,91.3,104.8,-69.3*,114.6,106.5,96.3,104.0,86.3

57. O=C(/C=C/c1ccc(O)c(O)c1)NC1CCOC1O (stereo not drawn)
58. Cn1c(=O)c2c(ncn2CCC(=O)Nc2ccc(F)cc2)n(C)c1=O
59. O=C(NCCc1ccccc1)c1cc2cccc([N+](=O)[O-])c2[nH]1
60. CC1(C)CC[C@]23CC[C@]4(C)[C@H](CC[C@@H]5[C@@]6(C)CC(CC/C(N)=N/O)(CC/C(N)=N/O)C(=O)C(C)(C)[C@@H]6CC[C@]54C)[C@H]2[C@H]1OC3=O
61. CCOC(=O)C1=C(C)NC(SCc2nnc(-c3ccc(Cl)cc3)o2)=NC1c1ccc(OC)cc1 (stereo not drawn)
62. O=C1CCC2(C3CC3)N1CCc1cncn12 (stereo not drawn)
63. CC12CCC3C4(C)COC(c5cccc(Cl)c5)OC4CCC3(C)C1CC(C1=CCOC1=O)O2 (stereo not drawn)
64. CCOCC(O)COc1ccc(/C(=C(\C)c2ccccc2)c2ccccc2)cc1 (stereo not drawn)

assay / entry,57,58,59,60,61,62,63,64
PC-3,95.4,80.9,77.1,97.4,82.1,100.9,51.6,86.6
DU-145,107.9,104.7,112.7,107.7,114.8,103.6,82.2,104.6
OVCAR-4,108.1,110.8,75.6,109.1,112.7,122.3,34.1,93.3
OVCAR-3,103.5,106.9,109.0,106.2,103.5,106.3,70.6,97.9
HCC-2998,99.2,115.0,105.7,102.9,111.2,96.1,96.7,103.9
OVCAR-8,95.7,108.1,94.4,109.9,93.2,100.0,66.6,100.2
SW-620,109.2,105.9,108.2,102.8,103.8,98.5,89.5,93.4
KM12,102.3,102.9,106.0,100.3,99.8,105.7,69.7,94.6
OVCAR-5,113.9,102.9,116.0,104.8,96.7,98.9,86.9,102.1

65. Nc1nc(SN=Nc2ccc(S(N)(=O)=O)cc2)c2[nH]cnc2n1
66. COC[C@@H](CC(C)C)N=C1NC(=O)/C(=C/c2ccc3ncoc3c2)N1
67. N#CSCC1CC(O)(c2ccccc2)CC(c2ccc(Cl)cc2)O1 (stereo not drawn)
68. CCOC(=O)Nc1cc(=O)c([N+](=O)[O-])c(N)[nH]1

assay / entry,65,66,67,68
PC-3,23.8,42.4,29.4,102.0
DU-145,15.0,22.6,33.0,121.0
OVCAR-4,34.7,53.7,40.0,103.1
OVCAR-3,-13.7*,-26.3*,-36.0*,117.3
HCC-2998,5.5*,36.7,94.9,106.8
OVCAR-8,11.2,12.4,66.7,100.0
SW-620,19.2,0.3*,-53.5*,116.2
KM12,5.3*,16.4,22.3,117.1
OVCAR-5,19.4,-11.6*,101.1,101.5
